Compound activity from PubChem.
SMN2 splice enh: enhancers of SMN2 splice variant expression; Potency, µM (titrated, usually from 46.1 µM), for inactives: at the highest dose activity change, positive = activation, hits mostly activators; 210,000 compounds, 2.8% hits; HEK293 SMN2-luciferase splicing reporter, luminescence, 30-36 h; further: % of control where 0% means no effect; nearly all actives have a fitted effect of over 55% in size
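HEK293 cells carry an SMN2 […]–luciferase reporter in which exon 7 inclusion puts luciferase in frame. Cells were plated 10-12 h before compound addition, then incubated 30-36 h at 37C. ONE-Glo luminescence was read; sodium butyrate at 4.5 mM final served as control.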
KDM4E inh: blocks human JMJD2E demethylase activity. JMJD2E catalytic domain, FDH-coupled NADH fluorescence (FDH is formaldehyde dehydrogenase). Potency, µM (top dose mostly 57.1 µM), inactives show at the top dose activity change, negative = inhibition, actives largely listed as inhibitors. B2RXH2. AID 2147. 230,000 compounds, 1.6% hits; active means well fitted inhibition curve with a large enough effect, not every such curve was filed as active; inconclusive means small, poorly fitted or top-dose-only effect, or another doubt; inactive means no such curve, though single readings can be large or run the other way;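 further: 0% = wells with enzyme and -100% = buffer wells without enzyme; nearly all actives have a fitted effect of over 50% in size; many of its hits are not listed in these tables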
RGS12 GoLoco inh: RGS12 GoLoco-Gai1 interaction inhibition; Gai1:RGS12 GoLoco peptide FP, rhodamine, 10 min; P63096; AID 880; 230,000 compounds, 0.44% hits; Potency, µM (highest dose often 61.6 µM), without a hit: at the top dose activity, negative = inhibition, hits mostly inhibitors; active means well fitted inhibition curve with a large enough effect, not every such curve was filed as active; inactive means no such curve, though single readings can be large or run the other way; further: on the % scale 0 is the no-effect control and ±100 the full control effect; nearly all actives have a fitted effect of over 30% in size; many of its hits are not listed in these tables
Target sequence (P63096 whole entry, looked up): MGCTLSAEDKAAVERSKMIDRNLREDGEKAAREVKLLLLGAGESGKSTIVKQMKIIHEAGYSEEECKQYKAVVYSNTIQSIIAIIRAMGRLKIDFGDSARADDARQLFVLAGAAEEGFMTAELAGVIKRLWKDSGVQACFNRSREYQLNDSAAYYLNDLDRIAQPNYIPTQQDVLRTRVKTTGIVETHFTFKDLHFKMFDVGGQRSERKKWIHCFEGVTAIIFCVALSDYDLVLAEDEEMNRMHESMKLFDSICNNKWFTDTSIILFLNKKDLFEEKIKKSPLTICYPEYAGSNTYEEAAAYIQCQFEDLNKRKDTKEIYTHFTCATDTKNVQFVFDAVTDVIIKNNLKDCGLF
ALDH1A1 inh: ALDH1A1 (human) enzyme inhibition; Purified ALDH1A1, NADH fluorescence, propionaldehyde substrate; Potency, µM (titrated, usually from 75.3 µM), for the others: top-dose activity, negative = inhibition, hits mostly inhibitors; 220,000 compounds, 7.3% hits; active means well fitted inhibition curve with a large enough effect, not every such curve was filed as active; inconclusive means small, poorly fitted or top-dose-only effect, or another doubt; inactive means no such curve, though single readings can be large or run the other way;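 further: plate controls were no enzyme wells and a reference inhibitor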
Target sequence (P00352 whole entry, looked up): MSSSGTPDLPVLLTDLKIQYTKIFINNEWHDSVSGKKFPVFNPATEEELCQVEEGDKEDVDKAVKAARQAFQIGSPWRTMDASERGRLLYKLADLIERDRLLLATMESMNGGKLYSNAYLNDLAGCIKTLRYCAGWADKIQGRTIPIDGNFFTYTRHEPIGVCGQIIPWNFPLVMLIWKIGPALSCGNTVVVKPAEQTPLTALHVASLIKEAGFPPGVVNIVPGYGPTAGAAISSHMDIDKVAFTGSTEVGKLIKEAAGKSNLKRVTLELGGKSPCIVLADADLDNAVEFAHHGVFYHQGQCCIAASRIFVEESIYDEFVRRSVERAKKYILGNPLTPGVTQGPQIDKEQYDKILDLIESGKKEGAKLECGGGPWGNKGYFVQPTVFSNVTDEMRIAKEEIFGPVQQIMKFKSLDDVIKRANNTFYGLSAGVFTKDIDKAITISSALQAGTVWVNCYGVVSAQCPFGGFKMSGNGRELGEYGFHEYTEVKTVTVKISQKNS
aGal spleen mod: inhibitors or activators of human alpha-galactosidase in spleen homogenate; 240,000 compounds, 0.008% hits; human spleen homogenate, 4MU-alpha-Gal fluorescence, 40 min; Potency, µM (top dose mostly 80 µM), inactives show at the highest dose activity change, negative = inhibition, most hits filed as inhibitors; AID 2107; P06280;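 further: 0% = enzyme with vehicle and -100% = no enzyme basal signal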
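Human spleen homogenate (1 ug) was the enzyme source, with 4-methylumbelliferyl-alpha-D-galactopyranoside (1 mM final) in pH 5.0 citrate buffer with 0.01% Tween-20. Compounds were titrated; after 40 min at 37C, NaOH/glycine stop, 4-MU fluorescence read; AC50 from Hill fits.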
aGlu spleen mod: inhibitors or activators of human alpha-glucosidase in spleen homogenate; P10253; human spleen homogenate, 4-MU-alpha-glucoside fluorescence; Potency, µM (titrated, usually from 79.9 µM), without a hit: at the highest dose activity change, negative = inhibition, usual class: inhibitors; 240,000 compounds, 0.006% hits;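 further: 0% = enzyme with vehicle and -100% = no enzyme basal signal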
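Enzyme source: human spleen homogenate, 1 ug/well. Buffer 50 mM citric acid/K phosphate pH 5.0, 0.01% Tween-20. 4-MU-alpha-glucoside 1 mM; 37 C x 40 min; NaOH/glycine stop; fluorescence.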
GAA inh: alpha-glucosidase (human) inhibition; P10253; purified human GAA, 4-MU-alpha-glucoside fluorescence; Potency, µM (highest dose often 76.9 µM), for inactives: at the top dose activity change, negative = inhibition, hits mostly inhibitors; 200,000 compounds, 0.005% hits; AID 1466;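 further: plate controls were uninhibited enzyme wells for no effect and no-enzyme background for full effect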
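Fluorescence at Ex 365/Em 440 nm from 4-methylumbelliferone reported enzyme activity after 20 min at room temperature. Reactions used 4 nM enzyme and 400 uM substrate at pH 5.0; curves fitted with the Hill equation.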
GAA glycogen: GAA glycogen-cleavage inhibition or activation | recombinant GAA, glycogen substrate, Amplex Red glucose oxidase fluorescence | Potency, µM (series often up to 76.4 µM), without a hit: at the highest dose activity change, negative = inhibition, usual class: inhibitors | 300,000 compounds, 0.38% hits | AID 2100;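 further: 0% = full enzyme reaction and -100% = no-enzyme basal signal; the screen sought inhibitors and activators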
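Recombinant enzyme (4 nM final) with compounds titrated up to 77 uM and bovine liver glycogen (30 ug) in citrate pH 5.0, 0.01% Tween-20, 37 C 40 min. Released glucose detected by Amplex Red/glucose oxidase (Ex 573/Em 610); AC50 from Hill fits.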
An asterisk follows results filed as active; u = inconclusive; x = no result given; [ ] = remark or other dose. Unless noted, the call rests on the fitted dose curve; in most records, active means well fitted curve in the direction sought with a large enough effect; inconclusive means small, poorly fitted or top-dose-only effect, or another doubt; inactive means no such curve, though single readings can be large; an effect the other way counts as inactive or inconclusive. Potency means the concentration at half of the fitted maximal effect.

SMILES | SMN2 splice enh | KDM4E inh | RGS12 GoLoco inh | ALDH1A1 inh | aGal spleen mod | aGlu spleen mod | GAA inh | GAA glycogen
CCN(CC)c1nc(SCC(=O)O)nc(N(CC)CC)n1 | 8.0% | -7.0% | 8.0% | 6.0% | -7.4% | -6.1% | 2.8% | -21.0%
Cc1nc2cnc(N3CCN(C)CC3)nc2n(-c2ccccc2)c1=O | x | x | -2.0% | u | 2.6% | -0.2% | x | x
COc1ccc(S(=O)(=O)N2CCC(C(=O)Nc3cccc(Cl)c3)CC2)cc1OC | -1.3% | 0.4% | -6.4% | 5.6% | 8.1% | 0.1% | -1.6% | -10.5%
COc1cccc(NC(=O)c2cccs2)c1 | 12.6µM* | 1.8% | 0.6% | -9.0% | 0.3% | -1.9% | -5.0% | 2.0%
Cc1onc(-c2ccccc2)c1C(=O)O/N=C(\N)c1ccc([N+](=O)[O-])o1 | x | -2.6% | 1.7% | u | -5.9% | -6.2% | -1.8% | -1.6%
CN1C(=O)S/C(=C\c2ccccc2OCc2ccc(C(=O)O)cc2)C1=O | -1.1% | -4.9% | 6.5% | 13.8% | 9.6% | 1.6% | -4.3% | 2.5%
CC(C)CN1CCN(Cc2ccc(C#CC(C)(C)O)cc2)CC1CCO (stereo unspecified) | x | -25.9% | 12.5% | -3.3% | -10.8% | 2.5% | -7.1% | -0.1%
COc1ccccc1N1CCN(C(=O)c2oc3cc(C)cc(C)c3c2C)CC1 | -28.0% | -8.9% | 0.7% | -12.5% | 4.6% | -2.7% | -7.8% | 1.8%
Cc1cc(C)n2cc(COc3ccccc3)nc2n1 | -7.3% | u | -1.2% | u | -2.9% | -0.7% | -1.8% | 9.1%
COc1cccc(C2NC(=O)c3ccccc3O2)c1OC (stereo unspecified) | -14.6% | u | -5.9% | -10.9% | -0.6% | -9.3% | 7.5% | 6.9%
CN(C)S(=O)(=O)c1cc(NC(=O)CN2CCN(c3ccccc3)CC2)ccc1Cl | 3.6% | -0.9% | -10.2% | -3.3% | -0.3% | -25.1% | u | -7.8%
COc1cc(OC)cc(-c2nc3ccccc3c(=O)o2)c1 | -13.2% | u | 2.2% | u | 4.6% | -0.3% | -0.7% | 0.7%
COc1cc(/C=C/c2noc(-c3ccccc3O)n2)ccc1OC(C)=O | x | -8.2% | 3.3% | x | -7.0% | -1.6% | x | 4.0%
S=C(c1ccc(-c2ccc(Cl)c(Cl)c2)o1)N1CCOCC1 | 11.2µM* | -7.4% | 32.0%[activator] | 8.91µM* | -3.1% | -1.2% | u | -3.0%
COCCn1nnnc1C(C(C)C)N(Cc1cccnc1)Cc1ccccc1Cl (stereo unspecified) | -8.0% | 5.8% | -0.6% | u | 6.0% | -11.0% | 3.1% | -1.7%
CCn1c(SCC(=O)Nc2nc(-c3ccccc3)cs2)nnc1-c1ccccc1O | -42.5%[inhibitor] | -124.9% | 1.9% | -107.7% | -0.5% | -6.7% | -14.3% | -27.5%
Cc1nnc(SC(C)C#N)n1-c1ccccc1 (stereo unspecified) | 0.1% | u | 6.5% | 12.1% | 4.6% | 2.1% | 6.6% | 6.5%
CCN(C(=O)c1ccco1)c1nc(CC(=O)Nc2ccc(Cl)cc2)cs1 | -9.8% | -29.0% | 10.1% | u | 5.7% | 2.1% | -13.5% | -2.8%
COc1ccc2c(Cl)c(C(=O)NCCCn3ccnc3)sc2c1 | 7.1% | 2.7% | -0.5% | -11.2% | -8.3% | -9.4% | -6.2% | -13.2%
Cc1cccc(C)c1NC(=O)COc1ccccc1C(=O)Nc1ccc(Br)cn1 | 3.3% | -25.0% | 7.1% | 5.5% | -14.6% | -3.6% | -10.7% | -2.6%
Cc1ccc(COc2ccc(/C=N/NC(=O)c3nnn(-c4nonc4N)c3COc3ccc(F)cc3)cc2)cc1 | x | u | -5.4% | x | 2.6% | -3.6% | x | -5.3%
CCOC(=O)C(NC(=O)CC)(Nc1nc2c(s1)CCCC2)C(F)(F)F (stereo unspecified) | 3.9% | 10.3% | -14.9% | 10.0% | 19.3% | -5.5% | -1.5% | u
CCn1c2ccccc2c2cc(N)ccc21 | -38.7% | u | -2.5% | u | 9.9% | 1.2% | 0.4% | -22.4%
COc1cccc(NC(=O)Cc2ccccc2)c1 | -17.7% | -2.6% | 1.6% | -4.5% | 0.8% | 0.1% | 7.7% | 0.7%
N#Cc1cc(-c2ccccc2)oc1NC(=O)c1ccccc1 | -17.0% | u | 8.1% | -4.8% | -2.7% | -2.0% | -1.0% | -1.2%
Cc1cc(C)c(C)c(S(=O)(=O)N2CCN(C)CC2)c1C | -5.6% | -5.5% | 19.8% | 7.8% | 2.0% | -0.7% | 10.0% | 8.8%
COc1ccc(CC(=O)Nc2ccc(N3CCOCC3)cc2)cc1S(=O)(=O)N1CCOCC1 | x | 12.2% | 17.4% | x | 2.6% | 2.9% | x | 4.4%
COc1ccc(C)cc1NC(=S)N1CCN(c2ccccn2)CC1 | -17.2% | 5.5% | 2.1% | u | 1.4% | -1.8% | -0.4% | -11.7%
CC1CCC2(CC1)NC(=O)N(CC(=O)c1cn(CCC#N)c3ccccc13)C2=O (stereo unspecified) | x | 0.8% | 11.8% | 7.08µM* | 3.3% | -2.4% | -15.2% | 1.3%
Cn1c(=O)c2c(SCC(=O)N3CCOCC3)nc(C3CC3)nc2n(C)c1=O | 16.8% | -5.6% | -0.2% | 2.6% | -2.3% | -0.4% | -0.9% | -6.3%
CCn1cc(C(=O)Nc2ccccc2)c(=O)c2ccc(C)nc21 | 3.7% | -4.5% | 6.7% | 1.5% | 2.6% | 6.4% | 4.2% | 22.2%
O=C1C2C3C=CC(CO)(O3)C2C(=O)N1c1ccccc1-c1ccccc1 (stereo unspecified) | 7.3% | -1.0% | -26.7% | 1.12µM* | 4.0% | 0.8% | -6.2% | -6.0%
C#CCOCCOCCOCCNc1nc(N2CCN(C(=O)[C@H](CCC(=O)O)n3cc(C(N)CC(C)C)nn3)CC2)nc(N2CCN(C(=O)[C@H](Cc3ccc(O)cc3)n3cc(C(N)[C@H](C)CC)nn3)CC2)n1 (stereo partly specified) | x | -9.1% | -5.4% | 2.4% | 3.3% | -1.3% | x | -17.6%
CN1CN(C)c2cccc3cccc1c23 | -13.1% | u | -23.2% | u | 6.3% | 4.5% | 4.6% | u
S=C(c1ccc2c(c1)OCO2)N1CCCC1 | 7.0% | -0.8% | 11.2% | 6.3% | -1.6% | 0.6% | 2.8% | -0.9%
CN(C(=O)CN1C(=O)c2ccccc2S1(=O)=O)c1ccccc1C(=O)O | 23.4% | -6.3% | -4.9% | 3.3% | -0.6% | -17.2% | -3.2% | -2.6%
CCn1c(SCC(=O)Nc2ccc(Cl)cc2)nnc1C1CC1 | 0.5% | 11.6% | 8.3% | u | 4.6% | 2.4% | 3.3% | -0.8%
N#CCCn1cc(/C=N/O)c(-c2ccc(-c3ccccc3)cc2)n1 | 12.2% | -10.3% | -7.8% | -0.4% | 0.6% | -13.9% | -8.8% | -6.7%
O=C(NC(NC1CCS(=O)(=O)C1)C(=O)c1ccccc1)c1ccc(Cl)cc1 (stereo unspecified) | -1.5% | -13.6% | 15.0% | u | 2.5% | -7.1% | -11.0% | 7.5%
O=C(Nc1ccc(F)cc1)c1ccc2nc[nH]c2c1 | u | -1.2% | 24.1% | -2.1% | -9.0% | -7.1% | 1.5% | 0.8%
COc1cccc(N2CCN(C(=S)Nc3cc(C)cc(C)c3)CC2)c1 | x | -2.1% | -1.7% | 3.8% | 2.9% | 2.0% | x | 9.5%
CN1CCC(OC(=O)Cc2ccc(Cl)cc2)CC1 | x | 10.9% | 3.4% | 12.6% | 2.8% | -1.4% | 11.9% | 8.3%
Cc1ccc(S(=O)(=O)N(CC(=O)N2CCc3ccccc3C2)c2cccc(Cl)c2)cc1 | -15.7% | -9.4% | 10.3% | 0.562µM* | 8.6% | 4.2% | -9.4% | -9.7%
CC(=O)Nc1ccc(S(=O)(=O)N2CCC(c3nc4ccc(C)cc4[nH]3)CC2)cc1 | -15.3% | 3.4% | 9.3% | 4.4% | 11.6% | 3.4% | 2.5% | 2.5%
CCCCOc1ccc(/C=C/C2=CC(C)(C)NC(=S)N2)cc1OCC | -38.8%[inhibitor] | -20.4% | -5.7% | u | -8.5% | 1.1% | 1.0% | 2.8%
Cc1c(NC(=O)c2cccs2)cccc1-c1nc2ccccc2s1 | -6.9% | 0.7% | 13.1% | u | -0.6% | 2.2% | 6.3% | -4.2%
Cn1ccnc1C(=O)c1ccc(S(=O)(=O)N2CCCC2)cc1 | 6.3% | 3.1% | 9.2% | -1.3% | 0.2% | -0.8% | -2.0% | -2.6%
COc1ccc(NC(=O)CSc2nc3ccccc3c(=O)n2CCCN2CCC(C)CC2)c(OC)c1 | 3.9% | -5.8% | 8.2% | 11.0% | -4.7% | -3.6% | 3.1% | -5.3%
COc1ccc(C2C(C(=O)N3CCN(c4ccccn4)CC3)CC(=O)N2c2ccc(OC)cc2)cc1 (stereo unspecified) | 10.1% | u | 5.8% | u | 4.0% | 0.3% | u | 5.0%
CCOC(=O)c1cnc(SC)nc1Sc1ccc(Cl)cc1Cl | -29.5% | 4.3% | 0.1% | -1.8% | -1.9% | -3.0% | -5.6% | -2.5%

A portion from further up, for reference:
SMILES | SMN2 splice enh | KDM4E inh | RGS12 GoLoco inh | ALDH1A1 inh | aGal spleen mod | aGlu spleen mod | GAA inh | GAA glycogen
Cn1ccnc1C(=O)c1ccc(S(=O)(=O)N2CCCC2)cc1 | 6.3% | 3.1% | 9.2% | -1.3% | 0.2% | -0.8% | -2.0% | -2.6%
COc1ccc(NC(=O)CSc2nc3ccccc3c(=O)n2CCCN2CCC(C)CC2)c(OC)c1 | 3.9% | -5.8% | 8.2% | 11.0% | -4.7% | -3.6% | 3.1% | -5.3%
COc1ccc(C2C(C(=O)N3CCN(c4ccccn4)CC3)CC(=O)N2c2ccc(OC)cc2)cc1 (stereo unspecified) | 10.1% | u | 5.8% | u | 4.0% | 0.3% | u | 5.0%
CCOC(=O)c1cnc(SC)nc1Sc1ccc(Cl)cc1Cl | -29.5% | 4.3% | 0.1% | -1.8% | -1.9% | -3.0% | -5.6% | -2.5%

These rows are one share of the data. The share of hits here may be higher or lower than overall.
